# PLK1 PBD inh: inhibitors of human Plk1 polo box domain binding; 0.13% of 97,000 active; P53350; inhibition, %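 (tested at about 20 µM)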; Plk1 PBD phosphopeptide binding, fluorescence polarization; in the data active means inhibition above about 34%, passing the limit was not always enough
# PLK1 kinase inh: PLK1 (human) kinase inhibition. P53350. recombinant PLK1 kinase, TR-FRET peptide phosphorylation. inhibition, % at 10 µM. 0.53% of 97,000 active. AID 619;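 active means inhibition of 50% or more in the single-concentration screen; inactive means inhibition below 50%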;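 further: 0% = DMSO max control and 100% = H-89 dihydrochloride min control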
# CYP2C19 activ: increases human CYP2C19 enzyme activity | recombinant CYP2C19, luciferin-H EGE luminescence; active compounds read high; 0 = fully inhibited enzyme, 1 = untreated enzyme | AID 1025 | 96,000 tested, under 10 active | activation factor at 5 µM;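 active means activation factor of at least 2 at 5 µM in the primary screen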;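 further: 0 = wells with 2.5 mM tranylcypromine and 1 = vehicle-only wells; values of inactives mirror those of a sister screen read the other way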
# Target sequence (P33261 whole entry, looked up): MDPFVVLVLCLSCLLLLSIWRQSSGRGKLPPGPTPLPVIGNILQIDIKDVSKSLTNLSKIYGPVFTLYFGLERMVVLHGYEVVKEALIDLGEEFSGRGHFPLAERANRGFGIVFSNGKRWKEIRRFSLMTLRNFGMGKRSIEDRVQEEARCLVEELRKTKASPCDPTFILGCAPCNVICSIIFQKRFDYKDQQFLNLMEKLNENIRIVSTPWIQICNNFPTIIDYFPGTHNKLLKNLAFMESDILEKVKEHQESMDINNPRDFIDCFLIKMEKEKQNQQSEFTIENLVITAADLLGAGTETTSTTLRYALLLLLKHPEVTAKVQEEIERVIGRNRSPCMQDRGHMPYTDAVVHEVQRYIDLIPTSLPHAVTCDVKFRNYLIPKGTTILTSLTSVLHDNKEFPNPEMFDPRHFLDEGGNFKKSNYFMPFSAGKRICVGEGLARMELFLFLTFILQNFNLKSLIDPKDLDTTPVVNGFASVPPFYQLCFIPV
# CYP2C9 activ: CYP2C9 (human) activation; P11712; recombinant CYP2C9, luciferin-H conversion, luminescence; active compounds read high; factor 1 = untreated enzyme, 0 = blocked; activation factor at 5 µM; 1.4% of 96,000 active; AID 1024;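 active means activation factor of 2 or more for CYP2C9 at a 5 µM dose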;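 further: 0 = sulfaphenazole-blocked wells and 1 = vehicle-only wells; values of inactives mirror those of a sister screen read the other way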
# CYP2C19 inh: inhibitors of human CYP2C19; P33261; CYP2C19 Supersomes, luciferin-H EGE luminescence, 30 min; inhibition, % at 5 µM; 21% of 96,000 active;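 active means CYP2C19 inhibition above a set limit at 5 µM in the primary screen, cut at about 50% in these data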;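 further: plate controls were negative control wells for no effect and 2.5 mM tranylcypromine positive control for full effect; values of inactives mirror those of a sister screen read the other way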
# PLAP act: activates human placental alkaline phosphatase | P05187 | purified PLAP enzyme, luminescent substrate read-out; active compounds read high | activation fold at 20 µM | 1.2% of 96,000 active | AID 696; in the data active means activation fold above about 2
# Target sequence (P05187 whole entry, looked up): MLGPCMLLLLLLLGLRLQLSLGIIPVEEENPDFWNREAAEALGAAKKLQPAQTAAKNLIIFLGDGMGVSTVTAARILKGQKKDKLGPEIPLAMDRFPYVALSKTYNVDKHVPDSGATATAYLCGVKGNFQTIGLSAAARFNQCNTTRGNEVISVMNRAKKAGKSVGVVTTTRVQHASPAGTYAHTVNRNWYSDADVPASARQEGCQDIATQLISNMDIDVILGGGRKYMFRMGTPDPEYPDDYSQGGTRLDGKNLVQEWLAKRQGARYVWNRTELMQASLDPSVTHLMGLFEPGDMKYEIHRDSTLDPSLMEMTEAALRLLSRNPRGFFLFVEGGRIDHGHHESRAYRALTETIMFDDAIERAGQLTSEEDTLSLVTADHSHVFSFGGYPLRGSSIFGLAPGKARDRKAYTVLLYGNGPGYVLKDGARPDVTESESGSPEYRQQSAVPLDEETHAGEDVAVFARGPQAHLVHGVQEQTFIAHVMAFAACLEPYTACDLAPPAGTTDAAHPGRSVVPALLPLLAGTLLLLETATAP
# Rev-RRE block: HIV Rev-RRE protein-RNA interaction inhibition | P05866 | Rev peptide-RRE RNA binding, FRET | inhibition, % at 8 µM | 0.79% of 97,000 active | AID 704;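 active means inhibition above the screen-wide mean plus 3 SD, cut at about 35% in these data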;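 further: 0% = median DMSO wells and 100% = median Neomycin B control wells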
#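 Assay system: Labelled RRE RNA duplex and labelled Rev peptide | Times: 5 min preincubation and 15 min binding, 25 °C | Detection: FRET, ex 480 nm, em 540 and 671 nm | Evaluation: % inhibition of FRET ratio versus controls | Benchmarks: DMSO wells as 0% and neomycin B wells as 100% inhibition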
# EphB4 antag: antagonists of human EphB4-ephrin-B2 interaction. P54760. EphB4 LBD / TNYL-RAW-Alexa532 peptide, fluorescence polarization. inhibition, % at 7 µM. 0.15% of 97,000 active;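 active means inhibition above the screen-wide mean inhibition plus 3 SD, cut at about 15% in these data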;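 further: 0% = DMSO wells and 100% = excess unlabeled TNYL-RAW peptide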
# CYP2C9 inh: human CYP2C9 inhibition; P11712; CYP2C9 Supersomes, luciferin-H conversion, luminescence; inhibition, % at 5 µM; 20% of 96,000 active; AID 777;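 active means blocking of liver enzyme CYP2C9 beyond about 50% at 5 µM, limit read from the data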; further: values of inactives mirror those of a sister screen read the other way
# Active calls of the source: *; . = not tested or not shown.
# Start of the data: the first 13 compounds (preview)
SMILES,PLK1 PBD inh,PLK1 kinase inh,CYP2C19 activ,CYP2C9 activ,CYP2C19 inh,PLAP act,Rev-RRE block,EphB4 antag,CYP2C9 inh
O=C(NCc1ccco1)c1ccccc1Nc1ccc(F)cc1,-3,4,0.1,0.3,89*,0.7,10,6,67*
On1cnnc1-c1ccccc1,2,1,1.2,1,-16,1.1,4,-5,-4
CC(=O)Nc1ccc2c(c1)nc1n2CCSC1,-13,-10,1.1,1.1,-6,0.9,3,3,-5
C=CCn1c(SCC(=O)c2cc(C)n(CCOC)c2C)nc2sc(C)c(C)c2c1=O,6,-8,0.8,0.7,22,1.1,-1,2,28
COc1ccccc1NC(=O)C1C2CCCCC21 (stereo unspecified),-10,-5,0.6,3.6*,43,0.9,-1,3,-264
CCc1cccc(C)c1NC(=O)C1C2CCC(O2)C1C(=O)O (stereo unspecified),4,-7,1,1.1,0,0.8,0,-6,-14
Cn1nnnc1SCc1ccc(C(=O)Nc2nccs2)cc1,13,0,0.6,0.6,37,0.9,4,-6,39
CC(C)Sc1nc2c(c(=O)n(C)c(=O)n2C)n1C,32,-6,0.2,0.8,78*,1.2,4,-11,18
O=C(COc1ccc(/C=N/NS(=O)(=O)c2ccccc2)cc1)Nc1ccccc1,11,-11,0.7,0.3,29,1.3,6,-5,68*
Cc1nnc(C)n1/N=C/c1cc(Br)ccc1O,9,-12,1,0.9,0,1.1,9,-1,15
Cc1cc(C)c(S(=O)(=O)c2c(C)cccc2C)c(Cl)n1,-11,-11,0.3,0.6,75*,1,6,3,43
COc1ccc(C2NC(=O)CS2)cc1 (stereo unspecified),20,-11,.,.,.,.,2,-3,.
CN1CCN(c2nc(Nc3cccc(C(F)(F)F)c3)nc(N3CCOCC3)n2)CC1,.,.,0.7,0.9,28,1.7,.,.,6

# This part in full, from the start:
SMILES,PLK1 PBD inh,PLK1 kinase inh,CYP2C19 activ,CYP2C9 activ,CYP2C19 inh,PLAP act,Rev-RRE block,EphB4 antag,CYP2C9 inh
O=C(NCc1ccco1)c1ccccc1Nc1ccc(F)cc1,-3,4,0.1,0.3,89*,0.7,10,6,67*
On1cnnc1-c1ccccc1,2,1,1.2,1,-16,1.1,4,-5,-4
CC(=O)Nc1ccc2c(c1)nc1n2CCSC1,-13,-10,1.1,1.1,-6,0.9,3,3,-5
C=CCn1c(SCC(=O)c2cc(C)n(CCOC)c2C)nc2sc(C)c(C)c2c1=O,6,-8,0.8,0.7,22,1.1,-1,2,28
COc1ccccc1NC(=O)C1C2CCCCC21 (stereo unspecified),-10,-5,0.6,3.6*,43,0.9,-1,3,-264
CCc1cccc(C)c1NC(=O)C1C2CCC(O2)C1C(=O)O (stereo unspecified),4,-7,1,1.1,0,0.8,0,-6,-14
Cn1nnnc1SCc1ccc(C(=O)Nc2nccs2)cc1,13,0,0.6,0.6,37,0.9,4,-6,39
CC(C)Sc1nc2c(c(=O)n(C)c(=O)n2C)n1C,32,-6,0.2,0.8,78*,1.2,4,-11,18
O=C(COc1ccc(/C=N/NS(=O)(=O)c2ccccc2)cc1)Nc1ccccc1,11,-11,0.7,0.3,29,1.3,6,-5,68*
Cc1nnc(C)n1/N=C/c1cc(Br)ccc1O,9,-12,1,0.9,0,1.1,9,-1,15
Cc1cc(C)c(S(=O)(=O)c2c(C)cccc2C)c(Cl)n1,-11,-11,0.3,0.6,75*,1,6,3,43
COc1ccc(C2NC(=O)CS2)cc1 (stereo unspecified),20,-11,.,.,.,.,2,-3,.
CN1CCN(c2nc(Nc3cccc(C(F)(F)F)c3)nc(N3CCOCC3)n2)CC1,.,.,0.7,0.9,28,1.7,.,.,6
C=CCOC(=O)C1=C(C)N(C)C(=O)NC1c1cc2c(cc1Br)OCO2 (stereo unspecified),.,.,0,0.3,96*,1.6,.,.,71*
CC1CCc2c(sc3ncnc(N4CCOCC4)c23)C1 (stereo unspecified),-16,1,0.5,0.9,47,1.1,2,-1,13

# Given with values under each structure: entries from further up
# Value order: PLK1 PBD inh, PLK1 kinase inh, CYP2C19 activ, CYP2C9 activ, CYP2C19 inh, PLAP act, Rev-RRE block, EphB4 antag, CYP2C9 inh
Cc1cc(C)c(S(=O)(=O)c2c(C)cccc2C)c(Cl)n1
→ -11, -11, 0.3, 0.6, 75*, 1, 6, 3, 43
Cc1nnc(C)n1/N=C/c1cc(Br)ccc1O
→ 9, -12, 1, 0.9, 0, 1.1, 9, -1, 15

# Later entries:
SMILES,PLK1 PBD inh,PLK1 kinase inh,CYP2C19 activ,CYP2C9 activ,CYP2C19 inh,PLAP act,Rev-RRE block,EphB4 antag,CYP2C9 inh
CCOC(=O)c1cccc(NC(=O)/C=C/c2cccc([N+](=O)[O-])c2)c1,17,-3,0.7,0.6,31,0.8,10,11,43
COc1ccc(C(=O)Nc2cccc(/C(C)=N/NC(=O)c3ccc([N+](=O)[O-])c(C)c3)c2)cc1OC,8,17,1,1,0,1,-3,-1,3
CCCNC(=O)NC(C)C12CC3CC(CC(C3)C1)C2 (stereo unspecified),25,-17,0.5,0.9,48,0.9,-1,-5,12
O=C(Cc1ccccc1)Nc1cc(C(=O)c2ccccc2)ccc1N1CCOCC1,-4,1,0.3,0.1,69*,1.3,14,2,90*
CCOC(=O)N1CCC(NC(=O)C2CCC(Cn3c(=O)[nH]c4ccccc4c3=O)CC2)CC1 (stereo unspecified),12,-11,.,.,.,.,1,-2,.
O=C(O)c1ccc2c(c1)nnn2C1CCCCC1,-12,-8,1,1,2,1.1,9,11,0
O=C(O)C1CCN1C1CCCCC1 (stereo unspecified),-14,0,1.2,1.1,-18,1.1,8,3,-13
O=C(c1cccc(S(=O)(=O)N2CCOCC2)c1)N1CCN(c2ccc(F)cc2)CC1,7,-10,0.9,0.9,14,1.3,3,-7,10
CCCOc1ccc(N2C(=O)C3C(C(C)C)NC4(C(=O)c5ccccc5C4=O)C3C2=O)cc1 (stereo unspecified),8,-1,1.1,1,-14,1.5,8,3,-4
O=C(CN1CCOCC1)Nc1ccccc1C(=O)O,-5,-12,1.1,0.9,-8,0.9,3,-2,6
COC(=O)c1ccc(CSc2nnnn2C)o1,.,.,0.7,0.9,29,0.8,.,.,7
O=S(=O)(c1cc(Cl)ccc1Br)N1CCCCC1,-1,-8,0,3.2*,96*,1,1,0,-220
Nc1nc(-c2ccccc2)nc(-c2ccccc2O)n1,-2,-8,.,.,.,.,11,3,.
Cc1ccc(Cl)c(NC(=S)N(CCCN2CCOCC2)Cc2ccco2)c1,-22,-7,0.9,0.9,6,1.3,-3,-4,13
Cc1[nH]n(-c2ccccc2)c(=O)c1C=Nc1cnc2ccccc2c1,-4,32,0.9,1,11,2.1*,5,2,-2
CCc1ccc(NC(=O)Nc2ccc3c(c2)N(C)C(=O)CS3)cc1,5,-12,0.9,0.7,8,1,2,-2,32
O=C(O)c1cc2sccc2s1,-10,4,0.9,0.9,6,1,7,2,8
O=C(CSc1ccccn1)N1CCN(C(=O)CSc2ccccn2)CC1,.,.,0.7,0.9,32,0.9,.,.,11
COc1ccc(NC(=O)C2CCCN2S(=O)(=O)c2ccc(C)cc2)cc1 (stereo unspecified),3,-3,0.3,0.3,74*,1.1,5,0,75*
c1ccc(Cc2nnc3sc(-c4ccc5c(c4)OCO5)nn23)cc1,2,-5,.,.,.,.,1,-6,.
COc1ccc(C2C(C(C)=O)=C(O)C(=O)N2c2cccnc2)cc1OC (stereo unspecified),-31,-12,1.1,1,-10,1.1,8,-6,-2
CC1(C)CC(=O)c2cnn(-c3nc4ccccc4[nH]3)c2C1,-7,0,0.2,0.4,80*,2.1*,6,-2,56*
O=C(NCc1ccccc1)c1cc(=O)nc2sc(-c3ccccc3)nn12,5,-1,1,0.9,4,1,5,6,11
COc1cc2[nH]c(=S)nc(NCCCOC(C)C)c2cc1OC,-9,18,0.9,0.9,11,1.1,-2,2,11
COc1ccc(-c2nnn(CC(=O)c3ccccc3)n2)cc1OC,5,-7,0.4,1.6,59*,1.4,5,-4,-61
Cc1ccc(NC(=O)C2CCCN(S(=O)(=O)c3ccc4c(c3)oc(=O)n4C)C2)nc1 (stereo unspecified),.,.,0.5,0.8,48,1.4,.,.,23
CCOC(=O)c1ccc(-c2ccc(/C=C(\C#N)C(=O)NCC3CCCO3)o2)cc1 (stereo unspecified),4,-9,0.7,0.7,34,1.1,13,-7,26
CC(C(=O)N1CCN(c2ccccc2)CC1)N1C(=O)C2CC=CCC2C1=O (stereo unspecified),-17,-10,0.9,0.9,14,1,0,-3,11
CC(=O)Nc1cc(C(=O)c2ccccc2)ccc1N1CCOCC1,-3,-5,0.7,0.9,31,1.3,-3,0,12
CC(=O)Oc1ccc2c(c1)C(=O)c1ccccc1CO2,-2,4,0.3,0.7,68*,1.1,7,2,32
CCc1ccc(NS(=O)(=O)c2ccc3[nH]cc(C(=O)N(C)Cc4ccco4)c(=O)c3c2)cc1,5,-13,0.7,0.5,27,1.2,4,1,46
CCOC(=O)c1cnc2c(C(=O)OC)cccc2c1NCc1ccco1,-3,-10,0.8,0.5,24,1.5,18,-3,54*
Cc1cc(N2CCC(C)CC2)nc(SCC(=O)c2ccccc2)n1,-15,-17,.,.,.,.,5,-4,.
CN(c1ccccc1)c1nc2ccsc2c(=O)s1,6,-9,0.8,0.5,21,0.9,-2,-9,48
Cc1cc(NC(=O)COC(=O)C2COc3ccccc3O2)no1 (stereo unspecified),-3,-8,0.9,0.9,7,1.1,1,-2,12
CCN1C(=O)NC2C1N(S(C)(=O)=O)CCN2S(C)(=O)=O (stereo unspecified),13,-15,1,1.1,-4,0.9,4,-3,-7
O=C(CCc1ccc(S(=O)(=O)NCc2ccccc2)cc1)N1CCN(Cc2ccc3c(c2)OCO3)CC1,-6,-5,0.5,0.4,47,0.8,1,-3,65*
CCN1CCc2c(sc(NC(=O)c3ccc(S(=O)(=O)N4CCOCC4)cc3)c2C(N)=O)C1,.,.,0.9,0.9,10,1.2,.,.,12
COC(=O)c1ccc(NC(=O)C(C)N2C(=O)c3ccccc3C2=O)cc1 (stereo unspecified),5,-6,0.9,0.7,12,0.7,-2,4,27
CC(=O)c1ccc(-n2c(-c3cc(-c4ccco4)[nH]n3)n[nH]c2=S)cc1,36,3,0.9,0.9,6,2.6*,-2,2,8
O=C(CNC(=O)Cn1cnc2sc3c(c2c1=O)CCCC3)NCc1ccccn1,-11,-10,1.1,0.9,-11,1.2,5,6,12
CC1CCN(CC(O)COc2ccc(F)cc2)CC1 (stereo unspecified),0,75*,0.9,0.9,11,0.9,4,6,8
COc1ccc(C(=O)c2no[n+]([O-])c2C(=O)c2ccc(OC)cc2)cc1,18,-15,0.6,1,44,1.1,0,1,-4
CN(C(=O)C1CCOC1)c1nnc(-c2cccnc2)s1 (stereo unspecified),2,-2,0.9,1,5,0.9,5,2,1
COC(=O)c1ccc(-c2ccco2)n1Cc1ccccc1Cl,2,7,0.8,0.4,16,0.9,8,-7,63*
CCN(CC)S(=O)(=O)c1cccc(C(=O)Nc2nncs2)c1,.,.,0.8,0.7,22,1,.,.,29
Cc1cc(NC(=O)CCC(=O)N(CC2CCCO2)C(C(=O)NC2CCCC2)c2ccccc2C)no1 (stereo unspecified),-36,-9,.,.,.,.,6,0,.
CCOc1ccc(-c2nc(C)c(C(C)=O)n2O)cc1,-1,-20,0.8,0.7,18,1.5,11,8,34
O=C(CSc1ccc2c(c1)OCCO2)NCC1CCCO1 (stereo unspecified),3,-14,0.8,1,24,0.8,9,3,2
O=C(CSCc1ccc(Cl)cc1)N/N=C/c1ccccc1,-20,-10,0.1,0.4,86*,1,5,2,60*
Cc1ccc(/C=C2/SC(=S)N(CCC(=O)N3CCN(c4ccccc4)CC3)C2=O)cc1,13,-5,0.8,0.8,22,1.2,4,-5,25

# From PubChem BioAssay

# Compounds were not picked by outcome; overall some 29% were active at least once.
